ADAM10 inh: inhibits human ADAM10; O14672; recombinant ADAM10, EDANS/DABCYL FRET peptide cleavage, 3 h; inhibition, % at 7 µM; 370,000 tested, 0.62% active; AID 720582;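 active means inhibition above a per-campaign cutoff equal to the mean of compounds falling between control-based bounds plus 3 SD, cut at about 20% in these data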;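 further: 0% = DMSO wells while the 100% control is not disclosed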
TDP2 inh: blocks human TDP2 phosphodiesterase activity | inhibition, % at 12.8 µM | 370,000 tested, 0.34% active | recombinant TDP2, T5PNP hydrolysis, p-nitrophenol absorbance 415 nm | O95551;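 active means inhibition above the mean of all tested compounds plus 3 SD, set per campaign, cut at about 25% in these data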;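 further: 0% = DMSO with enzyme and 100% = buffer with substrate but no TDP2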
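Test system: human TDP2 enzyme; Input: 120 nM TDP2 per well; Buffer or medium: Mg2+-containing Tris-HCl buffer, pH 7.5; Reagent: 5 mM T5PNP; Dosing: 12.8 µM single point, 1% DMSO; Incubation: reaction 2 h, 37 °C; Detection: p-Nitrophenol epi absorbance; Read-out: % inhibition relative to enzyme-containing and enzyme-free wells; Replicates: single well per compound.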
ADAM17 inh: inhibitors of human ADAM17; 370,000 tested, 0.83% active; recombinant ADAM17, EDANS/DABCYL FRET peptide cleavage; inhibition, % at 6.95 µM; P78536;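 active means inhibition above the mean of compounds lying between control limits plus 3 SD, set per campaign, cut at about 8.5% in these data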;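 further: 0% = DMSO-only wells as the low control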
SIAE primary: inhibitors of human sialic acid acetylesterase SIAE | 370,000 tested, 0.69% active | SIAE FP-Rh probe binding, fluorescence polarization | inhibition, % at 9.66 µM;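 active means inhibition above a cutoff: mean of compounds within the control limits plus 3 SD of those, cut at about 17% in these data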;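 further: 0% = plate median of compound wells and 100% = probe without SIAE protein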
Target sequence (Q9HAT2 whole entry, looked up): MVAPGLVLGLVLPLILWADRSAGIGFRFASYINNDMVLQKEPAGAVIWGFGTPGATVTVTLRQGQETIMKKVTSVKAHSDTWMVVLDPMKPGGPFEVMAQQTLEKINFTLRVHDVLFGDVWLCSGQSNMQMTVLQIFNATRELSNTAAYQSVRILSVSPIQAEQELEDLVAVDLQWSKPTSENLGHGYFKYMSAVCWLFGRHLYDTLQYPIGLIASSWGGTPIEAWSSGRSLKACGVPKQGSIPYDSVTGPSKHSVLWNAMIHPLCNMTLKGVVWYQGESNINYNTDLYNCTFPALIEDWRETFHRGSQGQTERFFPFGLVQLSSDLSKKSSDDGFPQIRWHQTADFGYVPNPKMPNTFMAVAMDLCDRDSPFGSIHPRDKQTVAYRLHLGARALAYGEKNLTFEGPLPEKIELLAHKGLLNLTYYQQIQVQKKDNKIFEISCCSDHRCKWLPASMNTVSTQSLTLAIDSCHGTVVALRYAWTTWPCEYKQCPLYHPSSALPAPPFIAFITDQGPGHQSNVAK
PLC-beta3 inh: blocks human PLC-beta3 enzyme activity; 370,000 tested, 0.18% active; inhibition, % at 12.2 µM; Purified PLC-beta3, fluorogenic substrate, fluorescence; in the data active means inhibition above about 11%;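 further: 0% = median of compound wells on plate and 100% = full blocker control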
DDE Tn6 FP inh: DD(E)-Tn6 binding inhibition, primary FP screen; P02675; Fibrin DD(E) TRITC-Tn6 fluorescence polarization displacement; inhibition, % at 8.3 µM; 370,000 tested, 0.21% active;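 active means inhibition above a per-campaign cutoff: mean of compounds within control limits plus 3 SD, cut at about 15% in these data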;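 further: 0% = median of all compound wells on the plate and 100% = blocking peptide control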
Target sequence (P02675 whole entry, looked up): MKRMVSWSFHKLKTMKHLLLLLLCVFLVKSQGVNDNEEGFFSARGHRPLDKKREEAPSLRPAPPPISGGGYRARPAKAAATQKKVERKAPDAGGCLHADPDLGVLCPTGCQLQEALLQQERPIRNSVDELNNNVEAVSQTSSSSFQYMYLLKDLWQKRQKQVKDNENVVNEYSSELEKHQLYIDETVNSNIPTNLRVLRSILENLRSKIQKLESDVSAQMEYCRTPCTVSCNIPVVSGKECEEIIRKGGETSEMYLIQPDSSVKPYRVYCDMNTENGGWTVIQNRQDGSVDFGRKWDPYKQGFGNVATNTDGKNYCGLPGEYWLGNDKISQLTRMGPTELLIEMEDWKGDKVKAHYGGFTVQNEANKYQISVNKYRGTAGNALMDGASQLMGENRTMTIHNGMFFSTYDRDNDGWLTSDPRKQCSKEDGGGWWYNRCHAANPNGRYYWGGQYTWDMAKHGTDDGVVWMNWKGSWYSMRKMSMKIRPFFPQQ
PLCg1 inh: PLC-gamma1 (human) inhibition, primary screen. P19174. purified PLC-gamma1, fluorogenic substrate, fluorescence. inhibition, % at 12.2 µM. 370,000 tested, 0.84% active. AID 720700; in the data active means inhibition above about 9.5%
ARFGAP1 inh: inhibitors of rat ARFGAP1; Q62848; Arfgap1-stimulated ARF1 GTP hydrolysis, GDP FP detection; inhibition, % at 16.5 µM; 360,000 tested, 0.26% active; AID 651572;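 active means inhibition above a per-plate limit, mean inhibition of low control wells plus 3 SD, cut at about 25% in these data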;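 further: 0% = DMSO wells with enzyme and 100% = wells lacking Arfgap1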
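Repeats: one replicate per compound; assay system: rat Arfgap1 catalytic domain, aa 1-136; times: enzyme reaction 120 min at 25 °C after 20 min preincubation; detection: FP of antibody-bound GDP Alexa 633 tracer, ex 620/em 688 nm; benchmarks: high control wells lacking Arfgap1, low control full reaction with DMSO; reagent: human ARF1(Δ1-17)-GTP substrate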
ASAP1 GAP inh: blocks human ASAP1-stimulated Arf1 GTP hydrolysis. Q9ULH1. inhibition, % at 16.5 µM. GDP FP detection. 360,000 tested, 0.19% active; in the data active means inhibition above about 25%;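 further: 0% = vehicle with enzyme and substrate and 100% = no enzyme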
DDE Tn7 FP inh: disrupts Tn7 cyclic peptide binding to fibrin D-Dimer-E complex; 370,000 tested, 0.13% active; inhibition, % at 8.3 µM; FP displacement of FITC-Tn7 peptide from fibrin DD(E); 0% = median of compound wells per plate; AID 720508;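 active means inhibition above the mean of compounds falling within the control limits plus 3 SD of them, cut at about 14% in these data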;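 further: 0% = plate median of compound wells and 100% = 10 µM Aha-Tn7 peptide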
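Assay system: human fibrin DD(E) protein / Input: 2 µM fibrin DD(E) / Benchmarks: high control of 10 µM Aha-Tn7 peptide / Measured by: fluorescence polarization of the labelled Tn7 tracer / Medium: Tris buffer with calcium and detergent, pH 7.8 / Timing: 10 min compound pre-incubation, 3 h probe incubation at room temperature / Repeats: one replicate per compound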
* marks the source's active call; other numbers are inactive results.

SMILES	ADAM10 inh	TDP2 inh	ADAM17 inh	SIAE primary	PLC-beta3 inh	DDE Tn6 FP inh	PLCg1 inh	ARFGAP1 inh	ASAP1 GAP inh	DDE Tn7 FP inh
Cc1ccc(CCNC(=O)C2CCC(=O)N2C(C)C)cc1 (stereo not given)	0	5	-2	0	0	5	0	-3	-23	1
COc1ccc([C@H]2CC(=O)C=C(/C=C/c3ccc(C(F)(F)F)cc3)C2)cc1	-7	6	-2	8	-4	10	-3	12	-6	9
CC1CC(=O)NN=C1c1ccc(N)c([N+](=O)[O-])c1 (stereo not given)	10	-6	0	3	4	5	2	-6	-11	-2
Cc1ccc(C(=O)Nc2ccc(Nc3ccccc3)cc2)cc1Br	12	24	8	11	-53	0	-47	3	-7	-6
FC(F)(F)c1cc(-c2ccccc2)nc(NC2CCCC2)n1	-10	-11	-4	-7	2	-5	-6	-1	8	10
CC1(C(=O)NCc2ccc(F)c(F)c2)Cc2c(-c3cccc(C(F)(F)F)c3)ccnc2O1 (stereo not given)	9	-15	7	-4	-3	6	-2	2	-13	4
Cc1cc(NC(=O)C2C3C(=O)N(Cc4ccc(Cl)cc4)C(C(=O)NC(C)(C)C)C34C=CC2(C)O4)no1 (stereo not given)	-3	1	-4	-2	2	14	1	5	3	7
c1ccc2nc3c(cc2c1)CCCCC3	1	-9	0	5	-2	-6	4	-12	-5	-3
CCN1CCN(CC(=O)N2CCCC(C(=O)c3ccc(Oc4ccccc4)cc3)C2)CC1 (stereo not given)	-10	-4	-8	-4	-1	-2	0	7	-3	-4
CCCCCCCSc1ncnc2[nH]ncc12	19	-12	12*	-9	6	-1	-1	5	-15	-2
CC(C)CNC(=O)C1(C)CCCCCN1C(=O)c1cccnc1 (stereo not given)	-2	0	1	6	4	1	2	-4	5	3
COc1ccc(CCNC(=O)CSc2nnc(-c3ccc(F)cc3)c3ccccc23)cc1OC	5	-9	3	0	1	-1	0	15	13	1
CCNC(=S)N/N=C(\C)c1cc2ccccc2o1	14	-3	5	5	7	6	7	9	-11	-7
CCN(CC)C(=O)c1ncn(C)c1C(=O)N(CC)CC	0	11	-1	1	2	3	-1	9	13	2
O=C(CSc1nnc(N2CCCC2)n1-c1ccccc1Cl)N1CCN(c2ccccn2)CC1	-16	-1	-1	0	-3	-3	-1	-6	-9	4
COc1ccc(C)cc1S(=O)(=O)N(C)CC(=O)NC1CCCCCC1	-11	0	-3	2	-2	2	2	2	0	-7
Cc1ccc(Cl)c(OCC(=O)Nc2cc(S(=O)(=O)N3CCOCC3)ccc2N2CCCC2)c1	-7	-9	2	-5	-6	-4	1	0	15	4
COc1ccc(S(=O)(=O)N2CCCCC2)cc1NC(=O)c1cccs1	-1	-6	-1	-2	-1	-6	2	10	-4	1
CCn1cc(/C=C(\NC(=O)c2ccccc2OC)C(=O)NCCCn2ccnc2)c2ccccc21	-2	0	-1	9	-13	2	-5	-8	7	2
COCCSc1nc(N)c2c3c(sc2n1)CN(C)CC3	-491	10	-99	4	-69	-4	-44	9	-4	-6
CC(=O)Nc1ccc(CN2CCC(CO)(CCOc3ccccc3)CC2)cc1	5	4	-2	4	-5	2	0	-13	-11	5
OCCC1CN(Cc2nc3ccc(F)cc3[nH]2)CCN1C1CCCC1 (stereo not given)	-8	-10	-6	1	-9	3	-4	-3	10	-2
Cc1ccc(CS(=O)Cc2ccc(C(=O)NCc3ccccc3Cl)o2)cc1 (stereo not given)	-6	-1	3	-4	-10	-13	2	2	-6	-1
NC(=O)c1ccccc1NC(=O)CSc1nc2ccccc2c(=O)[nH]1	-1	-13	-1	1	-4	-2	1	-2	4	0
CC(C)(C)c1ccc(-c2nn(CCC#N)cc2/C=N/O)cc1	0	-10	-2	8	-4	6	-1	-11	-2	4
Going on with the list:
SMILES	ADAM10 inh	TDP2 inh	ADAM17 inh	SIAE primary	PLC-beta3 inh	DDE Tn6 FP inh	PLCg1 inh	ARFGAP1 inh	ASAP1 GAP inh	DDE Tn7 FP inh
COc1ccc(N2CCN(C(=O)Oc3ccc([N+](=O)[O-])cc3)CC2)cc1	0	-5	0	3	-2	-1	-1	-10	-4	6
Cc1cccc(Oc2ccc(Cl)cc2N)c1	3	-5	1	2	1	-4	1	-1	-1	2
O=C(Nc1nnc([C@H]2C[C@H](O)[C@@H](CO)O2)s1)Nc1ccc(F)cc1F	-7	-2	-3	-2	5	-1	-3	7	-6	-5
Cc1cc(S(=O)(=O)Nc2cccnc2)c(Cl)cc1Cl	1	1	-1	6	-3	9	1	-3	6	2
CC1(C(=O)O)CCN1C(=O)/C=C/c1ccccc1 (stereo not given)	-11	3	-5	11	0	0	-1	8	-7	-3
COc1cccc(CC(CC(=O)O)C(=O)Nc2cc(C)ccc2C)c1 (stereo not given)	-3	12	-1	3	-4	-4	1	1	-8	-4
CC(C)(C)c1ccc(S(=O)(=O)NCC2CCCO2)cc1 (stereo not given)	0	-6	-4	-14	-6	0	-1	11	-6	4
COc1ccc(Nc2ncnc3c2c(C)c(C)n3CCCN(C)C)cc1	13	-15	0	4	-4	-5	3	-6	0	2
O=C(Nc1cccc2c1[nH]c(=O)c1ccccc12)C(F)(F)F	-23	-8	-6	-2	-29	-1	-16	-3	6	0
CCOc1ccc(-c2noc(CCCC(=O)NCC3CCCO3)n2)cc1OC (stereo not given)	3	3	1	4	-5	-8	1	8	-2	-9
CNS(=O)(=O)c1cccc(C(=O)OCC(=O)NCCCc2ccccc2)c1	-2	-3	-4	-10	-5	1	-1	-10	-5	-2
CC(C)OCCCNC(=O)CN1C(=O)CSc2ccc(S(=O)(=O)N3CCCCC3)cc21	-5	13	-4	-4	-10	5	-3	2	-13	4
C=CCn1c(=O)c2ccccc2n2c(SCC(=O)Nc3cc(C)on3)nnc12	-1	-14	2	-9	4	6	-5	-3	3	5
O=C(O)c1cccc(Cl)n1	-5	4	0	1	-4	3	2	4	-15	0
CC(C)(C)c1ccc(S(=O)(=O)NCc2ccccn2)cc1	-2	16	0	1	-4	2	0	-10	12	5
O=C(NCCN1CCC(n2c(=O)[nH]c3ccccc32)CC1)c1cccnc1	-2	-3	-2	-5	7	-7	-1	6	8	2
CC(C)(C)N1CC(C(=O)Nc2ccc(S(=O)(=O)N3CCCCC3)cc2)CC1=O (stereo not given)	-6	11	1	-5	0	-2	0	-8	2	-6
COc1ccc(-c2nnc3ccc(SCC(N)=O)nn23)cc1OC	3	3	1	7	3	3	-1	3	0	-3
COc1ccc(OC)c(NC2=C(Cl)C(=O)N(Cc3ccccc3)C2=O)c1	1	5	2	3	5	8	-4	0	10	-6
Cc1cccc2nc(CSc3ccc(Cl)cc3)cn12	4	-11	1	-6	-5	2	2	4	-2	-6
O=C(CN(C(=O)c1csnn1)c1cccc2c1CCCC2)NC1CCCC1	-4	3	-2	4	0	-6	-1	-3	-7	-2
COc1ccc2[nH]c(C(=O)N(C)Cc3ccccc3)c(C)c2c1	1	0	-4	3	-29	-11	-20	3	-3	-1
CC1(C(=O)NCc2ccco2)Cc2c(-c3ccc4c(c3)OCO4)ccnc2O1 (stereo not given)	-78	0	-19	-4	-10	6	-8	0	-15	0
Cn1cc(C(=O)N2CCc3ccccc32)cn1	1	9	-1	184*	2	0	2	-6	-7	-4
COc1cc(NC(=O)COC(=O)CCCC2=NS(=O)(=O)c3ccccc3N2)cc(OC)c1	6	9	-1	-5	-4	5	-4	9	-16	-3
Further structures
SMILES	ADAM10 inh	TDP2 inh	ADAM17 inh	SIAE primary	PLC-beta3 inh	DDE Tn6 FP inh	PLCg1 inh	ARFGAP1 inh	ASAP1 GAP inh	DDE Tn7 FP inh
CCOC(=O)C1=CCN(S(=O)(=O)c2ccccc2Br)C1c1ccc(Cl)cc1 (stereo not given)	10	-4	3	-3	0	-2	2	1	16	-1
Nc1nccc(SCc2ccccc2)n1	-13	-13	-1	1	0	-6	2	12	9	0
CC(CC(=O)O)Nc1ccccc1O (stereo not given)	-6	7	-4	1	-7	2	-1	18	6	7
CC(=O)c1cccc(NC(=O)CCNS(=O)(=O)c2cccc(C(C)=O)c2)c1	-12	-6	-2	2	2	-4	1	-2	14	3
Cc1nc2scc(C)n2c(=O)c1S(=O)(=O)N1CCN(c2ccccc2)CC1	1	-4	-2	-1	-3	2	0	1	-2	-3
COc1ccc(NC(=O)c2cccc(NC(=O)c3ccccc3)c2)c(OC)c1	5	2	-4	-2	-6	1	1	12	11	1
Cc1nccn1Cc1cccc2ccccc12	0	12	1	8	2	2	2	8	-8	0
Cc1ccc(/C=N/NC(=O)CN2C(=O)CSc3ccccc32)o1	-2	0	-6	0	-19	7	-8	0	6	13
NC(=S)Nc1ccccc1Br	-1	12	0	13	-4	3	0	1	2	-5
O=C(O)c1ccccc1C(=O)Nc1nccs1	3	5	-5	-3	0	-14	5	-7	-2	1
COCCCNC(=S)NNC(=O)C1CC1c1ccc(C(C)(C)C)cc1 (stereo not given)	7	4	1	3	-11	5	1	12	-5	1
O=C(c1ccccc1)c1c[nH]c(C(=O)NNc2ccccc2)c1	-4	-6	0	-2	4	5	2	5	7	-7
O=C(NCC(=O)N1CCN(S(=O)(=O)c2ccccc2)CC1)c1ccc(Br)o1	-9	-7	4	1	-4	6	2	5	0	0
CCCN(CCC)CCNC(=O)c1cn(C)c(=O)c2c1c1ccccc1n2C	-234	3	-89	3	-38	5	-28	1	-2	9
COc1ccc(NC(=O)CSCC(=O)Nc2cccc3ncccc23)cc1	-4	2	0	-1	-7	10	-3	14	1	-3
CCN(CC(=O)Nc1c(F)cccc1F)C(=O)CCCNC(=O)c1ccc(Cl)cc1	-8	6	-4	-2	-6	2	3	-2	8	4
COc1ccc(CCNC(=O)CCCCCNc2nc(=S)[nH]c3ccccc23)cc1OC	0	11	-2	2	-1	1	0	0	9	-1
O=C(CC(O)c1ccccc1)Nc1ccccn1 (stereo not given)	-8	3	-7	-7	5	9	0	6	-7	-2
CCCCN(C(=O)c1ccc(COc2ccccc2)o1)c1c(N)n(CC(C)C)c(=O)[nH]c1=O	-18	-4	-2	3	-2	-1	1	-10	11	-1

Screening results deposited in PubChem by The Scripps Research Institute Molecular Screening Center.
